Screening results deposited in PubChem by several laboratories.
PMI inhibition = MPI inhibition at elevated mannose 6-phosphate – biochemical, fluorescence intensity, high mannose 6-phosphate, primary screen (AID 1220) | 190,000 compounds, 0.66% hits | inhibition, % at 20 µM, or IC50 in µM where a hit was titrated | recombinant PMI enzyme, coupled fluorescence intensity; higher % means a stronger effect
TNAP activators = human TNAP enzyme activators, primary screen, biochemical, luminescent, no phosphate acceptor, uHTS (AID 1001); purified TNAP, luminescent activation assay, no phosphate acceptor; higher activation fold means a stronger effect; activation fold at 20 µM, or EC50 in µM where a hit was titrated; 200,000 compounds, 0.03% hits; in the data active = activation fold from about 3, or a potency from the dose series; inactive = the rest, 99 in 100 with activation fold below about 1.6; note: many of its hits are not listed in these tables
PMI inhibitors = inhibitors of human PMI, primary screen, biochemical, fluorescence intensity, coupled assay (AID 1209); purified PMI enzyme, coupled fluorescence intensity; higher % means a stronger effect; one-dose inhibition, % at 20 µM; IC50 in µM for titrated hits; 190,000 compounds, 0.42% hits;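 note: plate controls were DMSO vehicle for no effect and wells lacking substrate for full effect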
bCat nuc transl = beta-catenin nuclear translocation modulation | HeLa beta-catenin nuclear translocation, immunofluorescence imaging | nuclear translocation activity, % at 5 µM | 190,000 compounds, 0.3% hits;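 active = nuclear translocation activity above 50% at 5 µM, with a well cell count of 50 or more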;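 note: per-cell ratio of nuclear to cytoplasmic median beta-catenin stain intensity; plate controls were DMSO negative control for no effect and GSK-3 inhibitor IX positive control for full effect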
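Test system: human HeLa cells, native beta-catenin. Compound dosing: 5 µM primary single dose, 0.1% DMSO, 0.02–20 µM confirmation series. Incubation: compound exposure 24 h at 37°C. Detection: beta-catenin immunostaining with DAPI counterstain, 20x imaging, 6 fields/well. Read-out basis: Nuclear/cytoplasmic beta-catenin signal ratio, % activation.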
Insulin prom up = MIN6 insulin promoter up-regulation | AID 1625 | MIN6 insulin promoter-GFP reporter, high-content imaging; active compounds read high | 190,000 compounds, 0.3% hits | z-score at 5 µM;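 active = z-score above 3 at 5 µM with at least 500 cells counted in the well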
Lipid droplet = modulators of hepatic lipid droplet formation; AID 1656; 240,000 compounds, 0.4% hits; inhibition, % at 6.5 µM; AML12 mouse hepatocytes, oleate lipid droplets, BODIPY imaging;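 active = lipid droplet intensity inhibited by at least 50%, with more than 500 cells counted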
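Assay system: AML12 hepatocytes (mouse); Probe or stimulus: oleic acid at 100 µM to induce lipid droplet formation; Dosing: compound at 6.5 µM only; Schedule: compound with oleate, overnight; Detection: fluorescence imaging, 20x objective, two fields per well; Measure: % inhibition of lipid droplet signal.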
MT stabilizer = stabilizes microtubules in HeLa cells | HeLa tubulin immunostaining HCS, 24 h; share of cells brighter than vehicle mean+2SD | % tubulin-high responders, % at 10 µM | 200,000 compounds, 0.83% hits | AID 2205;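 active = plate Z-score above 3 for both tubulin-high and condensed-nucleus cell shares, with cell loss under 80%, at 10 µM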;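 note: anti alpha tubulin signal scored within the nucleus-defined area of each cell; some results filed as inactive read as strong as hits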
T cell HTS = T cell immune modulation candidate | 330,000 compounds, 0.068% hits | calls only at 7 µM | 2C CD8+ T cell-vesicle binding, flow cytometry; active compounds read low | AID 2052;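 active = response, share of CD8 T cells binding vesicles, and their 90th percentile fluorescence all below set limits, cut at about 80% in these data, passing the limit was not always enough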
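Also added: QL9-peptide-loaded Drosophila micro-vesicles bearing Ld, ICAM-1 and B7-1; Test system: purified 2C TCR transgenic mouse naive CD8+ T cells; Measured by: cytometric PE anti-B7-1 and Alexa647 anti-CD8 signals after 1% paraformaldehyde fixation; Timing: binding step 1.5 h, 37 °C, antibody labelling 20 min, ice.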
Autophagy mod = modulators of autophagy; 190,000 compounds, 0.98% hits; calls only at 10 µM (by protocol); MEF GFP-LC3 puncta imaging; test concentration mostly 10 µM;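 active = percentage of spot-positive cells more than 3 SD above its plate mean, without a fluorescence outlier flag or 80% toxicity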;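 note: spot-positive cell cutoff set from DMSO-treated cells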
Insulin prom up cell count = recorded beside Insulin prom up, whose call it bears; cell count; measured here: cytotoxicity, nuclei count;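 total cells summed across four imaged fields per well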
Lipid droplet cells 6.5 µM = recorded beside Lipid droplet, whose call it bears; cell count; measured here: cell count, cytotoxicity flag;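 cells counted across two imaged fields per well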
bCat nuc transl cell count 5 µM = further read-out of bCat nuc transl, marked with its call; cell count; measured here: cell count, cytotoxicity flag
T cell HTS vesicle-bound % = second read-out of T cell HTS, no call of its own (marks repeat the call); double positive events, %; measured here: CD8+ vesicle-bound cell fraction;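 binding gate set so that unloaded-vesicle control wells show 10% double positive cells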
MT stabilizer Hoechst-high % = second read-out of MT stabilizer, no call of its own (marks repeat the call); % Hoechst-high responders; measured here: nuclear condensation Hoechst responders;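 share of cells brighter than vehicle mean plus two SD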
MT stabilizer cytotoxicity % = second read-out of MT stabilizer, no call of its own (marks repeat the call); toxicity, %; measured here: cytotoxicity by cell density;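 0% = mean cell density of plate MIN control wells and 100% = no cells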
Autophagy mod cell loss 18 h = also measured in Autophagy mod; calls as there; toxicity, %; measured here: cell loss, nuclei count;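 cell loss after 18 h compound exposure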
* hit, by the source's call; i = inactive; . = no result given. Cut-off read from the data, not from the text of the source, unless noted: active = inhibition above about 50%; inactive = the rest. Hits appear at their usual frequency. Share with any hit: about 2.9%.

Preview (three entries):
SMILES | PMI inhibition | TNAP activators | PMI inhibitors | bCat nuc transl | bCat nuc transl cell count 5 µM | Insulin prom up | Insulin prom up cell count | Lipid droplet | Lipid droplet cells 6.5 µM | MT stabilizer | MT stabilizer Hoechst-high % | MT stabilizer cytotoxicity % | T cell HTS | T cell HTS vesicle-bound % | Autophagy mod | Autophagy mod cell loss 18 h
Cc1cc(C(=O)Nc2cccc(/C=C/C(=O)O)c2)c(C)o1 | -1% | 1.1 | 4% | 0.6 | 1468 | -0.26 | 1582 | . | . | 3.3 | 2.1 | 5.0 | i | 57 | i | -35
O=C1C=C(O)CC(c2ccc(Cl)c(Cl)c2)C1 (stereo not given) | 9% | 1.1 | 9% | 1.1 | 1021 | 0.38 | 1160 | 2 | 676 | 5.1 | 2.8 | 10 | i | 34 | i | -1
C=CCNC(=O)NC(=O)COC(=O)/C=C/c1cccc([N+](=O)[O-])c1 | 4% | 1.1 | -1% | -1.1 | 910 | 0.47 | 1056 | 3 | 692 | 4.0 | 3.9 | 6.7 | i | 26 | i | -2

The whole of this part, repeating the preview:
SMILES | PMI inhibition | TNAP activators | PMI inhibitors | bCat nuc transl | bCat nuc transl cell count 5 µM | Insulin prom up | Insulin prom up cell count | Lipid droplet | Lipid droplet cells 6.5 µM | MT stabilizer | MT stabilizer Hoechst-high % | MT stabilizer cytotoxicity % | T cell HTS | T cell HTS vesicle-bound % | Autophagy mod | Autophagy mod cell loss 18 h
Cc1cc(C(=O)Nc2cccc(/C=C/C(=O)O)c2)c(C)o1 | -1% | 1.1 | 4% | 0.6 | 1468 | -0.26 | 1582 | . | . | 3.3 | 2.1 | 5.0 | i | 57 | i | -35
O=C1C=C(O)CC(c2ccc(Cl)c(Cl)c2)C1 (stereo not given) | 9% | 1.1 | 9% | 1.1 | 1021 | 0.38 | 1160 | 2 | 676 | 5.1 | 2.8 | 10 | i | 34 | i | -1
C=CCNC(=O)NC(=O)COC(=O)/C=C/c1cccc([N+](=O)[O-])c1 | 4% | 1.1 | -1% | -1.1 | 910 | 0.47 | 1056 | 3 | 692 | 4.0 | 3.9 | 6.7 | i | 26 | i | -2
COc1cc(NC(=O)CSc2nnc3ccc(-c4ccncc4)nn23)cc(OC)c1 | 4% | 1.1 | -5% | -2.8 | 1102 | 0.38 | 1574 | 6 | 702 | 4.6 | 2.0 | 8.9 | i | 31 | i | 3
CCc1ccc2c(c1)C(O)(CC(=O)c1cccs1)C(=O)N2 (stereo not given) | 5% | 1.1 | -1% | -1.1 | 1120 | -0.07 | 1661 | 24 | 661 | 3.5 | 2.0 | 3.6 | i | 4 | i | 5
Fc1ccc(N/N=C/C=C/c2ccccc2)c(F)c1 | 7% | 1 | 16% | -1.5 | 1111 | 0.99 | 1402 | 1 | 723 | 3.3 | 2.6 | 11 | i | 40 | i | -9
O=C(OCn1nnc2ccccc2c1=O)C1CCN(S(=O)(=O)c2cccs2)CC1 | 12% | 1 | 1% | 2.7 | 1194 | 0.41 | 1313 | -13 | 786 | 3.6 | 3.4 | 9.7 | i | 31 | i | 7
Cc1ccc(C(=O)Nc2nnc(-c3ccncc3)o2)cc1 | 12% | 1.2 | -2% | -5.1 | 1054 | -0.36 | 1201 | 6 | 693 | 2.3 | 0.8 | 21 | i | 44 | i | 13
O=C(N/N=C/c1c(Cl)[nH]c2ccccc12)c1sc2ccccc2c1Cl | 12% | 1 | 10% | 2.0 | 1064 | -0.36 | 1489 | -3 | 605 | 19* | 43* | 32* | i | 47 | i | 14
O=C(Oc1ccc(=O)n(-c2ccccc2)n1)c1ccc(Cl)cc1 | -11% | 1 | 8% | . | . | . | . | . | . | 3.7 | 1.8 | 8.4 | i | 50 | i | -1
COc1ccc(N=C2NN=C(c3c(C)[nH]c4ccccc34)CS2)cc1 | -6% | 1 | -7% | . | . | 0.59 | 1124 | -11 | 593 | 2.0 | 2.7 | 7.4 | i | 55 | i | 5
CC(=O)C1C(c2ccc([N+](=O)[O-])cc2)c2c(noc2C)CC1(C)O (stereo not given) | . | . | . | 0.3 | 1317 | 0.14 | 1002 | 11 | 710 | . | . | . | i | 51 | . | .
Cc1[nH]c2ccccc2c1CCNC(=O)c1c(N)no[n+]1[O-] | 15% | 1.1 | 0% | -2.2 | 941 | -0.27 | 1270 | -3 | 675 | 8.0 | 3.6 | 6.2 | i | 35 | i | -15
O=C(CCc1ccccc1)N/N=C/c1cccc(O)c1 | 7% | 1 | 12% | 0.3 | 995 | -1.1 | 1403 | 28 | 762 | 1.4 | 3.2 | 3.8 | i | 17 | i | -9
O=C(OC1CCOC1=O)c1ccc(N2CCCC2)c([N+](=O)[O-])c1 (stereo not given) | 16% | 1 | 9% | -3.8 | 1071 | . | . | -2 | 697 | 2.2 | 3.1 | 6.8 | i | 45 | i | 2
COc1ccc(CNc2ccc(S(N)(=O)=O)cc2)cc1 | 1% | 1.1 | 2% | -0.3 | 1131 | -0.22 | 1557 | -6 | 648 | 4.0 | 2.0 | 7.1 | i | 49 | i | 10
O=C(CSc1nc(C2CC2)nc2ccccc12)N1CCc2ccccc2C1 | 5% | 1.1 | 11% | -1.8 | 998 | 0.3 | 1294 | . | . | 3.8 | 2.7 | 15 | i | 24 | i | 14
CCC(=O)N1CCc2cc(S(=O)(=O)NCCCOC)ccc21 | 9% | 1.1 | 12% | 0.7 | 1095 | 0.46 | 852 | 0 | 773 | 2.2 | 1.8 | 7.8 | i | 53 | i | 31
COc1cc(CNCCc2ccccc2)ccc1OCC(=O)NC(C)(C)C | -3% | 1.1 | 2% | . | . | . | . | . | . | 2.7 | 2.3 | 8.5 | i | 62 | i | -25
Cc1ccc(CC(=O)NC2CCSC2=O)cc1 (stereo not given) | -7% | 1.1 | -1% | 0.5 | 1022 | . | . | -19 | 744 | 1.8 | 2.1 | 4.9 | i | 47 | i | 3
COc1ccc(NC(C)=O)c(C)c1 | -10% | 0.9 | -17% | -0.2 | 1070 | 0.74 | 1307 | 5 | 757 | 1.5 | 2.4 | 2.1 | i | 36 | i | 0
COc1ccc(-c2cn3c(C)c(C(=O)Nc4cccc(C)n4)sc3n2)cc1 | -104% | 1 | -70% | -1.4 | 1191 | 0.34 | 1042 | 6 | 680 | 10.0 | 4.5 | 8.5 | i | 43 | i | 6
CC1(CCc2ccccc2)NC(=O)N(Cc2nnc(-c3ccccc3Br)o2)C1=O (stereo not given) | 3% | 0.9 | -1% | . | . | . | . | . | . | 3.1 | 2.5 | 1.3 | i | 2 | i | 8
COc1ccc(C2=NOC(C(=O)Nc3c(C)n(C)n(-c4ccccc4)c3=O)C2)cc1OC (stereo not given) | -6% | 0.9 | -3% | . | . | -0.63 | 675 | . | . | 4.8 | 2.4 | 8.5 | i | 30 | i | 1
COC(=O)c1nnc(-c2ccccc2)nc1OC | -1% | 1.1 | 1% | 4.2 | 1019 | 0.13 | 1536 | 17 | 684 | 1.4 | 0.7 | 7.9 | i | 49 | i | -8
CCN(CC)S(=O)(=O)c1ccc(NC(=O)COC(=O)CNS(=O)(=O)/C=C/c2ccccc2)cc1 | -10% | 0.9 | 5% | . | . | . | . | 0 | 621 | 6.5 | 1.9 | 1.7 | i | 17 | i | 3
O=C(Cc1ccc([N+](=O)[O-])cc1)Nc1ccc(Cl)cc1 | -5% | 1.1 | -21% | -3.6 | 1109 | -0.26 | 1207 | 20 | 663 | 3.7 | 1.8 | 4.4 | i | 46 | i | -1
CC(C)NS(=O)(=O)c1ccc(NC(=S)NC(=O)c2cccc([N+](=O)[O-])c2)cc1 | -3% | 0.6 | 7% | 1.8 | 1092 | 0.03 | 1320 | -3 | 700 | 3.2 | 1.9 | 9.4 | i | 49 | i | -5
CCCCc1ncc(CN2CCN(Cc3ccc(C)cc3)C(CCO)C2)[nH]1 (stereo not given) | 0% | 1.1 | -4% | -1.1 | 996 | 0.59 | 1442 | -9 | 651 | 3.5 | 2.4 | 1.0 | i | 40 | i | -2
C#CCOCCOCCOCCNc1nc(N2CCN(C(=O)[C@H](CCCCN)n3cc([C@@H](N)CO)nn3)CC2)nc(N2CCN(C(=O)[C@H](Cc3cc4ccccc4[nH]3)n3cc([C@@H](N)CC(C)C)nn3)CC2)n1 | -25% | 1.2 | -22% | 0.5 | 1090 | 0.57 | 1386 | -9 | 738 | 2.1 | 2.2 | 4.1 | i | 33 | i | 5
COCC(C)NCc1ccc(OC)c(Br)c1 (stereo not given) | 4% | 1 | 8% | -0.3 | 1074 | 0.17 | 1281 | 9 | 720 | 1.0 | 3.1 | 5.1 | i | 23 | i | 38
CCc1nnc(NC(=O)c2c(C)nn(-c3ccccc3)c2Cl)s1 | -10% | 0.9 | -13% | -0.6 | 1355 | -0.28 | 1624 | . | . | 2.5 | 1.5 | 4.7 | i | 3 | i | -20
O=C(c1ccc(F)cc1)N1CCC(N2CCOCC2)CC1 | 5% | 1.1 | 5% | -2.1 | 853 | 0.17 | 1333 | . | . | 4.2 | 1.6 | 6.1 | i | 35 | i | -4
CC1Cc2ccccc2N1CC(=O)NC(=O)NC(C)(C)C (stereo not given) | 4% | 1.1 | 3% | -0.6 | 1214 | -0.15 | 1380 | 4 | 703 | 2.6 | 2.1 | 4.2 | i | 15 | i | 3
CNC(=S)Nc1ccc(OC(F)(F)F)cc1 | 6% | 1 | 4% | -2.4 | 942 | -0.44 | 1621 | 1 | 709 | 1.8 | 2.3 | 6.3 | i | 19 | i | 20
CCc1nc(C#N)c(N2CCOCC2)o1 | -11% | 1 | -2% | 0.8 | 950 | . | . | -20 | 604 | 4.8 | 2.4 | 8.6 | i | 6 | i | 7
CN1CCN(CC#CC(C)(O)C2CC3C=CC2C3)CC1 (stereo not given) | 7% | 1.1 | 23% | -0.2 | 888 | 0.34 | 1191 | . | . | 2.7 | 2.8 | 13 | i | 31 | i | -6
